HP1b binding inh = HP1-beta chromodomain-methylated histone interaction inhibition; AlphaScreen HP1-beta / biotin-H3K9me3 peptide binding; Potency, µM (series often up to 114 µM), for the others: at the top dose activity change, negative = inhibition, most hits filed as inhibitors; AID 540317; hit rate 0.56% among 390,000; further: nearly all actives have a fitted effect of over 70% in size; inactives centre near 23
Target sequence (P83916 whole entry, looked up): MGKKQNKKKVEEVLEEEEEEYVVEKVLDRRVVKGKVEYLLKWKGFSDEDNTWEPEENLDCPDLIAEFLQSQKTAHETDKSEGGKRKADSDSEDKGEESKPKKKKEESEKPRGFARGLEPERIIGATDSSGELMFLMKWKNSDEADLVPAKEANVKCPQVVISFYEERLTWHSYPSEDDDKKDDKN
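Compound inhibition of the preformed complex between 50 nM HP1-beta and 50 nM biotinylated H3K9me3 peptide was read by AlphaScreen. Buffer was PBS pH 7.4 with 0.01% Tween-20. Incubations ran 30 min at room temperature, with 10 ug/mL donor/acceptor beads.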
BLM helicase inh = inhibitors of human Bloom syndrome helicase BLM | P54132 | recombinant BLM DNA unwinding, fluorescence dequenching | Potency, µM (series often up to 56.1 µM), for the others: top-dose activity change, negative = inhibition, actives largely listed as inhibitors | hit rate 0.2% among 350,000;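 further: plate controls were vehicle for no effect and no enzyme for full effect; nearly all actives have a fitted effect of over 35% in size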
Pol iota inh = blocks human DNA polymerase iota activity. Q9UNA4. Pol iota fluorescent replication assay, 10 min. Potency, µM (titrated, usually from 115 µM), for inactives: at the highest dose activity, negative = inhibition, hits mostly inhibitors. hit rate 1% among 390,000
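Fluorescent replication assay read twice, at 0 min and 10 min after adding 50 nM (final) substrate. Enzyme (10 nM) and compounds were first incubated 15 min at room temperature; enzyme-free buffer wells were negative controls.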
G9a block = inhibitors of human histone lysine methyltransferase G9a | Q96KQ7 | G9a H3K9 monomethylation, AlphaScreen, 2 h | Potency, µM (series often up to 102 µM), for the others: top-dose activity, negative = inhibition, hits mostly inhibitors | hit rate 8.8% among 350,000 | AID 504332; further: on the % scale 0 is the no-effect control and ±100 the full control effect; nearly all actives have a fitted effect of over 75% in size
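G9a (20 nM) preincubated 15 min RT with compounds, then 500 nM biotinylated H3K9 peptide and 20 uM SAM added; 2 h RT reaction. Monomethyl-H3K9 product detected by AlphaScreen with anti-H3K9me1 antibody, streptavidin donor and anti-rabbit IgG acceptor beads.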
Pin1 inhibitor = human Pin1 inhibition; Pin1 FP peptide displacement, HiFluor488, 10 min; Potency, µM (series often up to 115 µM), for inactives: at the top dose activity, negative = inhibition, hits mostly inhibitors; hit rate 0.009% among 390,000; AID 504891; active means well fitted inhibition curve with a large enough effect in the polarisation, with a control signal flat, not every such curve was filed as active; inconclusive means small, poorly fitted or top-dose-only effect, or effect the other way, or a change in a side signal; inactive means no such curve, though single readings can be large or run the other way; the % refers to the polarisation; further: on the % scale 0 is the no-effect control and ±100 the full control effect
Target sequence (Q13526 whole entry, looked up): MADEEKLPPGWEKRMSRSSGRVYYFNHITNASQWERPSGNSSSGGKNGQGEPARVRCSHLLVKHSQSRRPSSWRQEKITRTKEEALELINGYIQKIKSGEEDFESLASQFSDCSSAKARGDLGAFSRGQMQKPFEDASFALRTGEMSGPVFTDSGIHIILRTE
GLS inh = blocks human kidney-isoform glutaminase activity; O94925; GLS enzymatic activity, qHTS titration; hit rate 0.21% among 410,000; Potency, µM (series often up to 45.5 µM), for the others: top-dose activity change, negative = inhibition, hits mostly inhibitors; AID 624170; further: on the % scale 0 is the no-effect control and ±100 the full control effect
Target sequence (O94925 whole entry, looked up, canonical isoform): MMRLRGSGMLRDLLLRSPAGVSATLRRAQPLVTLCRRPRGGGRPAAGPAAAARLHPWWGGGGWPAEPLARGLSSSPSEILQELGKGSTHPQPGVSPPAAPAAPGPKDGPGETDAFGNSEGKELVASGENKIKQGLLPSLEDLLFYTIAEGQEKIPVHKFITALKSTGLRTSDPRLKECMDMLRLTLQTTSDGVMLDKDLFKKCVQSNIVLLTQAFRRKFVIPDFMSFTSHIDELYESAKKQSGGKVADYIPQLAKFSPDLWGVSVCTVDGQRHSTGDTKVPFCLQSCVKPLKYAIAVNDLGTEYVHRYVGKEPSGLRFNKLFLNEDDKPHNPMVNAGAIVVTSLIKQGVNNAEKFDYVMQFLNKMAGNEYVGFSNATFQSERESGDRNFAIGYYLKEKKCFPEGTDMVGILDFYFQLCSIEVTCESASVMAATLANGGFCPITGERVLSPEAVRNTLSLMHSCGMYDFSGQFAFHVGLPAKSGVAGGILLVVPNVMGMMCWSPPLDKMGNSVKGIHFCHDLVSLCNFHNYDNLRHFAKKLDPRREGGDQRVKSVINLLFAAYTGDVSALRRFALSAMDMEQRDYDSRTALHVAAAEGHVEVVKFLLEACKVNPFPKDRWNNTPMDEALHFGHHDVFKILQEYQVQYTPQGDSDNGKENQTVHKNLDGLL
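Two-point fluorescence kinetic (t0, 30 min RT) for hKGA; glutamate detected via glutamate oxidase–HRP–Amplex Red. Substrate: 1 mM L-glutamine solution; buffer 45 mM KH2PO4, pH 8.2.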
PGK inhibitor = T. brucei PGK inhibition; P07378; PGK/GAPDH coupled, Kinase-Glo luminescence, 60 min; Potency, µM (series often up to 57.5 µM), for the others: at the top dose activity change, negative = inhibition, hits mostly inhibitors; hit rate 0.043% among 380,000; AID 602233; further: on the % scale 0 is the no-effect control and ±100 the full control effect; nearly all actives have a fitted effect of over 60% in size
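Luminescent ATP detection (Kinase-Glo Plus) follows a 60-minute room-temperature incubation, with wells lacking PGK as controls. Buffer: 100 mM TEA (pH 7.6), 5 mM MgCl2, 0.01% Tween-20. Coupling enzyme GAPDH (100 nM final) supplies unstable 1,3-BPG in-well.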
JMJD2A Tudor inh = blocks the human JMJD2A Tudor domain; AID 504339; hit rate 4.4% among 390,000; AlphaScreen JMJD2A-Tudor / H3K4me3 peptide binding; O75164; Potency, µM (titrated, usually from 114 µM), for inactives: at the highest dose activity change, negative = inhibition, hits mostly inhibitors; further: on the % scale 0 is the no-effect control and ±100 the full control effect; nearly all actives have a fitted effect of over 50% in size
BAZ2B block = inhibitors of human BAZ2B bromodomain; Q9UIF8; AlphaScreen BAZ2B-H3K14Ac peptide displacement; Potency, µM (series often up to 114 µM), without a hit: at the highest dose activity change, negative = inhibition, actives largely listed as inhibitors; hit rate 4.4% among 360,000; further: on the % scale 0 is the no-effect control and ±100 the full control effect; nearly all actives have a fitted effect of over 60% in size
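AlphaScreen luminescence quantifies BAZ2B engagement of H3K14Ac peptide; the protein and biotinylated peptide are both at 50 nM final, buffer PBS pH 7.4 with 0.01% Tween-20, all steps at room temperature.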
An asterisk follows results filed as active; i = inactive; ? = inconclusive; . = no result given; [ ] = another dose, or the depositor's remark. Unless noted, the call rests on the fitted dose curve; in most records, active means well fitted curve in the direction sought with a large enough effect; inconclusive means small, poorly fitted or top-dose-only effect, or another doubt; inactive means no such curve, though single readings can be large; an effect the other way counts as inactive or inconclusive. Potency means the concentration at half of the fitted maximal effect. These rows are one share of the data; rates above refer to the full screens.

SMILES | HP1b binding inh | BLM helicase inh | Pol iota inh | G9a block | Pin1 inhibitor | GLS inh | PGK inhibitor | JMJD2A Tudor inh | BAZ2B block
COc1cc(NC(=O)c2cccc3c2C(=O)N(Cc2cccnc2)C3)cc(OC)c1OC | 14% | -3% | 4% | 5% | -3% | -1% | -6% | -31% | 4%
O=C(c1ccco1)N1CCN(C(=O)c2ccccc2OC(=O)C23CC4CC(CC(C4)C2)C3)CC1 | 7% | -4% | -8% | -18% | 1% | 2% | 1% | -23% | -5%
O=C(Nc1cccc(S(=O)(=O)N2CCCCC2)c1)c1ccc2c(=O)n3c(nc2c1)CCCCC3 | 4% | -5% | -4% | ? | 9% | 1% | -4% | -24% | 9%
Cc1ccc(NC(=O)CN2C(=O)CSc3ccc(S(=O)(=O)N4CCCC4)cc32)cc1F | 41%[activator] | -3% | 12% | -15%[59 µM] | 11% | 8% | i | -31% | -33%
COc1cccc(NC(=O)Nc2ccc(CC(=O)O)cc2)c1 | 57%[activator] | -2% | -15% | -1% | -8% | 0% | i | -7% | -8%
S=C1NCCN1CC1CCN(CC2CCCC2)CC1 | 15% | . | -25% | . | 5% | -4% | -12% | -5% | .
Cc1cc(C)cc(NC(=O)CS(=O)(=O)c2cccc3nsnc23)c1 | 10% | -4% | 36%[activator] | ? | -4% | -3% | -4% | -24% | -15%
CCOC(=O)c1ccc(NC(=O)CC2C(=O)N(c3ccccc3)C(=O)N2Cc2cccs2)cc1 (configuration not stated) | 43%[activator] | -10% | 26% | 4%[59 µM] | 13% | -8% | -8% | -14% | -18%
CCCCCCCc1ccc(C2NC(=S)NC3=C2C(=O)c2ccccc23)cc1 (configuration not stated) | -10% | -6% | 25% | 10%[12.7 µM] | -4% | -6% | -4% | -31%[11.4 µM] | -32%
COc1ccc(NC(=O)C(C)NS(=O)(=O)c2ccc(NC(C)=O)cc2)cc1Cl (configuration not stated) | 19% | 3% | -11% | 0%[59 µM] | -3% | -2% | -2% | -22% | -2%
O=C(Nc1ccc(Cl)cc1)c1ccc2c(c1)N(Cc1ccccc1)C(=O)c1ccccc1S2(=O)=O | 57%[activator] | -7% | 32%[activator] | 8%[59 µM] | ? | 0% | -9% | -19% | 14%
Cc1nc(-c2ccccn2)nc(N2CCOCC2)c1Cl | 18% | -3% | 34%[activator] | -51%[59 µM] | -6% | 1% | i | -24% | -1%
CC1CCCN(C(=O)C(=O)c2cn(CC(=O)N3CCCCCC3)c3ccccc23)C1 (configuration not stated) | 22% | -3% | -1% | -51% | 10% | 3% | 6% | -13% | -36%
CCc1ccc(C(=O)OCC(=O)NCCNC(=O)COC(=O)c2ccc(CC)cc2)cc1 | -1% | 0% | 6% | . | 0% | -1% | -2% | -12% | -6%
CN(C)S(=O)(=O)c1ccc(C(=O)OCn2nnc3ccccc3c2=O)cc1 | 27% | -4% | -14% | -23%[59 µM] | 1% | 2% | 2% | -3% | 1%
CC(=O)Nc1ccc(CN2CCN(CCc3ccccc3)C(CCO)C2)cc1 (configuration not stated) | 39%[activator] | -3% | ? | 15%[59 µM] | 4% | 6% | 4% | -5% | -2%
CC1(C)CC(=O)c2cc(C(=O)NC3CCSC3=O)c(=O)n(-c3ccc(Cl)cc3)c2C1 (configuration not stated) | 10% | -3% | 6% | 7%[59 µM] | -5% | 12% | 0% | -8% | 0%
Cc1cc(N)c(C)c([N+](=O)[O-])c1C | 20% | -3% | 88%[activator] | -5%[59 µM] | -1% | -2% | i | -27% | -31%
COCCn1c(=S)[nH]c2cc(OC)c(OC)cc2c1=O | 19% | 0% | 1% | ? | 0% | -2% | -5% | 89µM* | -7%
COC(=O)c1c(-c2ccc(Br)cc2)noc1N | 27% | -6% | 4% | 22%[59 µM] | 0% | -4% | -2% | -10%[57.1 µM] | 7%
COC(=O)c1cc(NC(=O)CN2CCC(C(N)=O)(N3CCCCC3)CC2)cc(C(=O)OC)c1 | 13% | 2% | -3% | 20%[59 µM] | -7% | 1% | . | -31% | 10%
Clc1ccc(Cl)c(OCCCCNCc2ccccc2)c1 | ? | 2% | -1% | ? | 9% | 2% | -1% | 1.3µM* | ?
O=c1[nH]cnc2onc(-c3ccc(F)cc3)c12 | 17% | 0% | 127%[activator] | -11% | 4% | 1% | i | -7% | 1%
O=C(c1ccc(F)cc1)N1CCC(C(=O)N(Cc2ccccc2)c2ccccc2)CC1 | 16% | . | 25% | -16%[12.7 µM] | -1% | -3% | -10% | -21% | 7%
Cc1ccc(NC(=O)Cn2cnc3c(OCc4ccccc4)ncnc32)cc1C | 34% | . | -1% | . | 11% | 4% | -8% | -27% | .

Brought forward from above: four entries; new compounds follow.
SMILES | HP1b binding inh | BLM helicase inh | Pol iota inh | G9a block | Pin1 inhibitor | GLS inh | PGK inhibitor | JMJD2A Tudor inh | BAZ2B block
Clc1ccc(Cl)c(OCCCCNCc2ccccc2)c1 | ? | 2% | -1% | ? | 9% | 2% | -1% | 1.3µM* | ?
O=c1[nH]cnc2onc(-c3ccc(F)cc3)c12 | 17% | 0% | 127%[activator] | -11% | 4% | 1% | i | -7% | 1%
O=C(c1ccc(F)cc1)N1CCC(C(=O)N(Cc2ccccc2)c2ccccc2)CC1 | 16% | . | 25% | -16%[12.7 µM] | -1% | -3% | -10% | -21% | 7%
Cc1ccc(NC(=O)Cn2cnc3c(OCc4ccccc4)ncnc32)cc1C | 34% | . | -1% | . | 11% | 4% | -8% | -27% | .
CN(C)CCNc1ccc(CO)c2oc3ccc(O)cc3c(=O)c12 | -3% | . | ? | . | 11% | 8% | 4% | ? | .
COc1cc(OC)c2c(-c3cccc(-c4ccoc4)c3)cc(=O)oc2c1 | 7% | . | -12% | . | 20% | 7% | -11% | -23% | .
CSCC(C)N1CCC(CO)(CCc2ccccc2)CC1 (configuration not stated) | 45%[activator] | -4% | 25% | 24%[59 µM] | 1% | 0% | -5% | -16% | -12%
Cc1ccc(N(CC2CO2)S(=O)(=O)c2ccccc2[N+](=O)[O-])cc1 (configuration not stated) | 32% | -6% | 54%[activator] | 10% | -2% | 6% | i | -11% | -21%
COC(=O)c1ccccc1Oc1cnc2ccccc2n1 | 21% | -6% | 67%[activator] | 35% | 6% | -15% | 0% | 5% | -1%
O=C(Cc1ccsc1)NCC(=O)Nc1ccccc1Br | 36% | . | 17% | . | -9% | -5% | i | -14% | .
COc1ccc([C@H]2CC(=O)C=C(c3ccc(F)cc3OCc3ccccc3)C2)cc1OC | 6% | . | -2% | 12%[0.501 µM] | 1% | 15% | 1% | ? | -11%
CCOC(=O)c1cc2c(=O)n3ccccc3nc2n(CC2CCCO2)c1=NC(=O)c1ccc(OCC)cc1 (configuration not stated) | 42%[activator] | 1% | 21% | 14%[59 µM] | ? | -10% | -6% | 10% | 8%
C[C@@H](C(=O)NCCCCCC(=O)O)n1nnc2ccccc2c1=O | 15% | 0% | 3% | -5% | -8% | 0% | 3% | -9% | 0%
COc1ccc(C(C)=O)cc1CSc1nc(NCc2ccc(Cl)cc2)c2ccccc2n1 | 66%[activator] | 0% | 6% | 4%[59 µM] | 6% | 8% | i | -8% | 13%
CCOC(=O)C1CCN(C(=O)CCS(=O)(=O)c2ccc3c(c2)CC(C)N3C(=O)CC)CC1 (configuration not stated) | 22% | -1% | 57%[activator] | -35% | -6% | 0% | i | 7% | .
COc1ccc(Nc2nc(-c3cccs3)cs2)cc1 | ? | -5% | 28% | ? | ? | 3% | -4% | ? | ?
Cc1ccc(-n2c(N)cc(=O)nc2SCC(=O)NC2CCCCC2)cc1C | 23% | -10% | 10% | . | 1% | 14% | 4% | -6% | 3%
CCCN(CC(=O)Nc1ccccc1OC)C(=O)CC1CCCC1 | 25% | . | -3% | 17%[12.7 µM] | 3% | 4% | 1% | -16% | 1%
Cc1ccc(F)cc1NC(=O)CN1C(=O)NC(C)(c2ccc3c(c2)OCCO3)C1=O (configuration not stated) | 7% | . | 11% | 20%[59 µM] | -1% | 0% | -3% | -1% | 9%
CC(=O)N(C)c1cccc([N+](=O)[O-])c1 | 36% | -4% | 44%[activator] | -8% | 1% | 0% | 10% | 0% | 0%
COc1cc(-c2c(C(C)=O)c(C)nc3c2C(=O)c2ccccc2-3)cc(OC)c1OC | 15% | -2% | 3% | 7% | 2% | 6% | -5% | 5% | -1%
CCOc1ccc(NC(=O)CN(C)C(=O)CCNC(=O)c2ccccc2Cl)cc1OCC | 25% | . | 22% | ? | -8% | 1% | 4% | -10% | 1%
c1ccc(Nc2ncnc3[nH]ncc23)cc1 | 47%[activator] | -2% | 8% | 50µM* | -2% | -1% | -2% | -7% | -5%

Given with each value named: entries from further up
structure: COc1cc(-c2c(C(C)=O)c(C)nc3c2C(=O)c2ccccc2-3)cc(OC)c1OC
  HP1b binding inh: 15%
  BLM helicase inh: -2%
  Pol iota inh: 3%
  G9a block: 7%
  Pin1 inhibitor: 2%
  GLS inh: 6%
  PGK inhibitor: -5%
  JMJD2A Tudor inh: 5%
  BAZ2B block: -1%
structure: CCOc1ccc(NC(=O)CN(C)C(=O)CCNC(=O)c2ccccc2Cl)cc1OCC
  HP1b binding inh: 25%
  BLM helicase inh: .
  Pol iota inh: 22%
  G9a block: ?
  Pin1 inhibitor: -8%
  GLS inh: 1%
  PGK inhibitor: 4%
  JMJD2A Tudor inh: -10%
  BAZ2B block: 1%
